ATXN2 expr inh = Primary qHTS for Inhibitors of ATXN expression; actives 0.72% (n = 360,000); Potency, µM (titrated, usually from 57 µM), without a hit: top-dose activity change, negative = inhibition, most hits filed as inhibitors; HEK-293 ATXN2-luciferase reporter, luminescence, 24 h; further: potency means the concentration at half of the fitted maximal effect; on the % scale 0 is the no-effect control and ±100 the full control effect; nearly all actives have a fitted effect of over 55% in size
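ATXN2-luciferase reporter cells (luciferase flanked by upstream and downstream ATXN2 gene portions) were treated 24 h at 37 °C with compounds at up to 57 uM. SteadyGlo luminescence gave expression; GF-AFC fluorescence gave viability.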
KB-3-1 cytotox = qHTS assay for MDR1-selective chemotherapeutics: Primary screen using the parental adenocarcinoma cell KB-3-1; KB-3-1 viability, CellTiter-Glo ATP luminescence, 72 h; actives 1.4% (n = 400,000); Potency, µM (doses to about 46.1 µM), for the others: top-dose activity change, negative = cytotoxic, hits mostly cytotoxic; further: potency means the concentration at half of the fitted maximal effect; on the % scale 0 is the no-effect control and ±100 the full control effect; nearly all actives have a fitted effect of over 60% in size
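Using CellTiter-Glo luminescence, growth of non-resistant KB-3-1 adenocarcinoma cells is assessed 72 h after pin-tool compound addition at 37 °C. Normalized responses across the concentration series yield fitted curves.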
MCF10A rerep = A quantitative high throughput screen for small molecules that induce DNA re-replication in MCF 10a normal breast cells; Potency, µM (series often up to 46.1 µM), for inactives: at the highest dose activity, positive = re-replication, hits mostly activators; AID 624296, 2012; actives 2.9% (n = 350,000); MCF 10A DNA re-replication, Hoechst nuclear intensity, 48 h; further: potency means the concentration at half of the fitted maximal effect; % of control where 0% means no effect; nearly all actives have a fitted effect of over 50% in size
IL1B secr inh = qHTS for Inhibitors of Inflammasome Signaling: IL-1-beta AlphaLISA Primary Screen; THP-1 LPS/ATP IL-1B secretion, AlphaLISA, 16 h; active compounds read low; activity change, % at 57.5 µM; actives 4.7% (n = 360,000); AID 743279, 2014; in the data active means activity change below about -50%; inconclusive means mostly about -30% to -49%; further: on the % scale 0 is the no-effect control and ±100 the full control effect
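THP-1 cells pretreated 1 hr with compounds (up to 57.5 uM final), then stimulated with LPS (250 ng/mL final) plus ATP (1.25 mM final); secreted IL-1B measured by AlphaLISA after 16 hr, decreased signal indicating inhibition.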
ATXN viability = Viability Counterscreen for Primary qHTS for Inhibitors of ATXN expression; S2 cells (HEK-293 line with an ATXN2-luciferase reporter) viability, CellTiter-Fluor protease fluorescence, 24 h; Potency, µM (titrated, usually from 56.7 µM), most hits filed as cytotoxic; actives 0.49% (n = 400,000); further: potency means the concentration at half of the fitted maximal effect; nearly all actives have a fitted effect of over 40% in size
HepG2 viability = qHTS for Inhibitors of TGF-b: Cytotox Counterscreen; HepG2 CAGA-GFP viability, ATP luminescence, 18 h; Potency, µM (top dose mostly 46.1 µM), for the others: at the highest dose activity change, negative = cytotoxicity, actives largely listed as cytotoxic; actives 0.76% (n = 410,000); further: potency means the concentration at half of the fitted maximal effect; some results filed as inactive show a strong effect at the top dose
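CellTiter-Glo luminescence gave cytotoxicity after 18 hours at 37 degrees C. The cells were HepG2 CAGA-GFP in 1% FBS DMEM, stimulated with 500 pg/mL TGF-beta after compound addition. %Activity was normalised to no-cell wells (complete cell-killing) and DMSO (no toxicity), and curves were fitted and classified.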
HT1080 IDH1KD tx = qHTS for induction of synthetic lethality in tumor cells producing 2HG: qHTS for the HT-1080-IDH1KD cell line. HT-1080 IDH1 knockdown viability, ATP luminescence, 48 h. Potency, µM (series often up to 46.1 µM), inactives show at the top dose activity, negative = toxicity, most hits filed as cytotoxic. actives 2% (n = 360,000). AID 686971, 2013;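 further: potency means the concentration at half of the fitted maximal effect; 0% = DMSO wells and -100% = cell-free medium wells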
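CellTiter-Glo luminescence after 48 h compound exposure at 37 degrees C of IDH1-knockdown HT-1080 cells in 5% FBS RPMI. %Activity scaled between DMSO wells and cell-free media wells, with curves fitted and assigned curve classes.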
HT1080-NT tox = qHTS for induction of synthetic lethality in tumor cells producing 2HG: qHTS for the HT-1080-NT fibrosarcoma cell line; HT-1080-NT fibrosarcoma viability, CellTiter-Glo ATP luminescence, 48 h; actives 1.6% (n = 360,000); AID 686970, 2013; Potency, µM (top dose mostly 46.1 µM), without a hit: at the top dose activity, negative = less viability, most hits filed as cytotoxic;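 further: NT is the 2HG producing partner of a matched IDH1 knockdown line; potency means the concentration at half of the fitted maximal effect; 0% = DMSO-treated cells and -100% = media-only wells without cells; nearly all actives have a fitted effect of over 55% in size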
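Read-out is CellTiter-Glo luminescence after 10 minutes at room temperature, following 48 hours' compound treatment of HT-1080-NT cells (750 cells/well, RPMI, 5% FBS, 37 degrees C).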
SW480 rereplic = A quantitative high throughput screen for small molecules that induce DNA re-replication in SW480 colon adenocarcinoma cells; actives 1.8% (n = 340,000); SW480 DNA re-replication, Hoechst DNA content imaging, 48 h; Potency, µM (doses to about 46.1 µM), for the others: at the top dose re-replication activation, most hits filed as activators; further: potency means the concentration at half of the fitted maximal effect; % of control where 0% means no effect; nearly all actives have a fitted effect of over 55% in size
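DNA re-replication was detected as more nuclei of elevated Hoechst intensity after 48 hr exposure to compound (23 nL pinned per well of 250 cells).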
An asterisk follows results filed as active; i = inactive; ? = inconclusive; . = not tested or not shown; [ ] = another dose, or the depositor's remark. Unless noted, the call rests on the fitted dose curve; in most records, active means well fitted curve in the direction sought with a large enough effect; inconclusive means small, poorly fitted or top-dose-only effect, or another doubt; inactive means no such curve, though single readings can be large; an effect the other way counts as inactive or inconclusive.

SMILES | ATXN2 expr inh | KB-3-1 cytotox | MCF10A rerep | IL1B secr inh | ATXN viability | HepG2 viability | HT1080 IDH1KD tx | HT1080-NT tox | SW480 rereplic
CCOc1ccc(CN2CCN(CCCc3ccccc3)CC2CCO)cc1 (stereo not given) | -8% | 12% | ? | -52* | i | -47% | -5% | -15% | 22%
CC(C(=O)NC1CCCC1)N(C(=O)Cn1nnc(-c2ccc(F)cc2)n1)c1ccccc1F (stereo not given) | -19% | -16% | 19% | -66* | i | -11% | -7% | -12% | -18%
COc1cccc(C(O)c2nc(-c3ccc(OC)nc3)cs2)c1 (stereo not given) | 11% | 0% | . | 18 | i | -26% | -1% | -4% | .
CCOc1ccc(NC(=O)C2CCCN(S(=O)(=O)c3ccc4c(c3)CCCN4C(C)=O)C2)cc1 (stereo not given) | 3% | -7% | 13% | -17 | i | -3% | -8% | 5% | 2%
Cc1ccc(NC(=O)c2cccc3ccccc23)cc1 | 44%[activator] | 4% | 4% | -1 | ? | -19% | -2% | -1% | 19%
O=C(OCC(=O)N1CCN(C(=O)c2ccco2)CC1)c1ccccc1C(=O)c1ccccc1 | 4% | 3% | -2% | -1 | i | 1% | 8% | 8% | -5%
Cc1cccc(NC(=S)N2CCC(NC(=O)C3CCCCC3)CC2)c1 | -12% | -1% | -3% | -3 | i | 21% | 13% | -7% | 1%
CC(=O)c1ccc(N2CCc3ccccc3C2)c([N+](=O)[O-])c1 | ? | 5% | -2% | 0 | i | -43% | 1% | 3% | 6%
COc1c(C)cccc1C(=O)Nc1cc(-c2nn3c(C)nnc3s2)ccc1C | -19% | 0% | 1% | 22 | i | 0% | 1% | 5% | 0%
COc1cccc(N2CCN(c3ccc4nnc(CCC(=O)Nc5cccc(C(C)=O)c5)n4n3)CC2)c1 | -9% | ? | 0% | 24 | ? | 7% | 6% | 14% | -4%
COC(=O)c1cc2occc2n1Cc1nc(-c2ccc(C)cc2)oc1C | 229%[activator] | -7% | . | . | i | -27% | . | . | .
Cc1csc(=O)n1CC(=O)OC(C)C(=O)Nc1cccc(Cl)c1 (stereo not given) | -14% | -1% | -16% | -9 | i | 14% | 3% | 2% | 8%
COc1ccc(Nc2ncc3c(n2)CCN(C(=O)OC(C)(C)C)C3)cc1 | 38%[activator] | -2% | . | . | i | -5% | . | . | .
CC1(C)CC(=O)C2=C(C1)Nc1ccccc1NC2c1ccccc1F (stereo not given) | 7% | 13% | -3% | 36 | i | -9% | 8% | 4% | ?
Cc1ccc(Sc2ncccc2C(=O)NCc2cc([N+](=O)[O-])ccc2O)cc1C | -5% | -5% | ? | 68 | i | -13% | -8% | -16% | -6%
C=CCC(=O)N1CCCC(CCC(=O)NCc2ccccc2F)C1 (stereo not given) | 18% | 1% | 7% | -9 | i | -26% | -17% | -7% | 0%
CCCCCNC(=O)c1ccc2c(c1)ncn2-c1cccc(C)c1 | -14% | 23% | . | . | i | -15% | . | . | .
C/C(=N\Nc1nc2ccccc2s1)c1cccs1 | -29% | 0% | ? | -83* | i | -25% | ? | ? | ?
CCOc1ccc(OCCC(=O)Nc2ccccc2C(=O)NC2CC2)cc1 | . | -6% | . | 3 | i | -15% | 1% | -4% | .
Cc1ccc2c(c1)C(c1ccccc1)N(C(=O)Cc1ccc(F)cc1)CC(=O)N2 (stereo not given) | 3% | -7% | . | . | ? | -5% | . | . | .
CCN(CCCNC(=O)c1cc2c(=O)[nH]c3ccc(C)cc3c2s1)Cc1ccccc1 | ? | -6% | . | . | ? | 13µM* | . | . | .
COc1ccc(-c2c[n+]3c4n2CCCCC4=C(c2ccccc2)C3)cc1 | ? | ? | ? | ? | ? | -33% | -16% | -1% | 1%
CC(C)CC1(C)NC(=O)N(CCN2C(=O)c3ccccc3C2=O)C1=O (stereo not given) | 1% | 4% | -4% | 9 | i | 2% | 4% | 0% | -8%
CS/C(Nc1cc(Cl)ccc1Cl)=C(/C#N)C(=O)c1ccco1 | -18% | ? | ? | -13 | i | -13% | ? | -25% | -10%
O=C(CC1C(=O)NCCN1Cc1ccc(-c2ccccc2)cc1)NCCCn1ccnc1 (stereo not given) | 10% | 15% | -1% | -4 | i | 1% | 0% | 5% | -1%
SMILES | ATXN2 expr inh | KB-3-1 cytotox | MCF10A rerep | IL1B secr inh | ATXN viability | HepG2 viability | HT1080 IDH1KD tx | HT1080-NT tox | SW480 rereplic
CC(=O)N1CCc2cc(Br)cc(S(=O)(=O)N3CCC(C(=O)Nc4cccc(C)c4C)CC3)c21 | 2% | ? | . | . | i | -1% | . | . | .
COCCCNC(=O)CCS(=O)(=O)Cc1ccc(C)cc1 | 6% | 11% | 18% | 21 | i | 3% | 9% | 12% | -4%
CC(C)Nc1nnc(SCC(=O)N2CCN(C(=O)c3ccco3)CC2)s1 | 4% | 3% | -4% | 5 | i | -4% | 16% | -2% | -5%
Cn1c(=O)c2c(ncn2CCOc2ccc(F)cc2)n(C)c1=O | -38% | -29% | -33% | -14 | i | 12% | -9% | -5% | -16%
CCn1cc(C(=O)NCCCN2CC(C)CC(C)C2)c(=O)c2cc(S(=O)(=O)N(C)C)ccc21 (stereo not given) | 0% | 25% | 5% | 6 | i | 4% | 9% | 5% | 1%
CCOc1ccc(S(=O)(=O)Nc2cccc(C(=O)N3CCN(C(C)=O)CC3)c2)cc1 | 0% | 4% | 7% | 30 | i | -17% | 0% | 1% | -5%
COc1ccc(N=C2SC(C(=O)N3CCN(c4ccc([N+](=O)[O-])cc4)CC3)CC(=O)N2C)cc1 (stereo not given) | -24% | -18% | 5% | -10 | ? | -3% | 4% | -18% | -6%
O=C(CSc1nnc(C2CCCCC2)o1)N1CCCCC1 | 23% | 0% | ? | -23 | i | 9% | 10% | 6% | ?
CC1=NN(C(=O)c2ccco2)C(O)(c2ccccc2)C1 (stereo not given) | 8% | 1% | 0% | 5 | i | -42% | -14% | -20% | ?
Cc1ccc(NC(=O)c2ccc(S(=O)(=O)N(C)c3ccccc3)cc2)cc1S(=O)(=O)N1CCOCC1 | -20% | ? | 15% | 27 | i | -36% | -15% | -5% | -1%
O=C(NC1CCCCCCC1)C1c2ccccc2C(=O)N1Cc1ccco1 (stereo not given) | -8% | -24% | -1% | -4 | i | -17% | 0% | 4% | -12%
O=S(=O)(c1cccs1)N1CCN(CCOc2ccccc2)CC1 | -16% | -73% | 1% | -13 | i | -29% | -2% | -13% | 5%
CCN(Cc1ccccc1)C(=O)COC(=O)c1cc(S(=O)(=O)Nc2ccccc2OC)ccc1O | . | -6% | 8% | 10 | i | -13% | 4% | -7% | 0%
COc1cc(C(=O)N[C@H](C(=O)Nc2nnc(C3CC3)s2)C(C)C)cc(OC)c1OC | . | 24% | -3% | -20 | i | 11% | 1% | 7% | -18%
CCc1cccc(CC)c1NC(=O)c1ccccc1 | 5% | 2% | 3% | 7 | i | 4% | 5% | 2% | -2%
COc1ccc(CNC(=O)C2(C)Cc3c(-c4ccccc4)ccnc3O2)cc1OC (stereo not given) | -14% | 0% | . | 23 | i | -12% | -28% | -20% | .
Cc1cc2oc(=O)cc(-c3ccccc3)c2c(C)c1-c1ccc(OC(F)(F)F)cc1 | -1% | 0% | 24% | 21 | i | -6% | 9% | 20% | 5%[9.22 µM]
Cc1c(C(=O)NCc2cccs2)sc(=O)n1Cc1ccc(S(=O)(=O)N(C)C)cc1 | -5% | ? | . | -20 | i | -6% | -13% | -2% | .
O=C(Nc1cccc(F)c1)NC1(C(=O)N2CCC(O)CC2)CCCCC1 | -13% | -10% | -2% | 19 | i | -4% | 4% | 0% | -4%
CN(Cc1nc2ccccc2n1C)S(=O)(=O)c1ccc(Cl)cc1 | -20% | -16% | -7% | -18 | i | -82% | -2% | -4% | 15%
O/N=C1/CCSc2ccccc21 | 2% | 13% | -3% | -2 | i | 13% | 2% | 4% | 0%
COc1cccc(C(=O)N2CCN(C3CCC(c4ccccc4)CC3)CC2)c1OC (stereo not given) | ? | -13% | 9% | 0 | i | -12% | -8% | -2% | -3%
CC1(C(=O)O)CCC(C(=O)Nc2ccc3ccccc3c2)C1(C)C (stereo not given) | -2% | 8% | -1% | 28 | i | -23% | ? | -4% | -4%
O=c1c2c3c(sc2nc2n1CCCS2)CCCC3 | 77%[activator] | 1% | 12% | 2 | i | 0% | -2% | 3% | 2%
O=C(Nc1ccc(C(=O)NC2CCCCC2)cc1)c1cncc(Br)c1 | -2%[11.3 µM] | 14% | 2% | -7 | ? | 1% | 0% | 20% | -13%
Cc1noc(C)c1COc1cccc(C(=O)OCCOc2ccc(F)cc2)c1 | -5% | ? | ? | 26 | i | -14% | -3% | -2% | 17%
CCCCCCCC(=O)NNC(=O)Cc1ccccc1 | 2% | -2% | 2% | 4 | i | -22% | -9% | 3% | 0%
COc1ccccc1NC(=O)C(C)OC(=O)CC1CCCCC1 (stereo not given) | -5% | -1% | -3% | 29 | i | -1% | 9% | -6% | -24%

Some of the entries so far, as a markdown table.
| Compound | ATXN2 expr inh | KB-3-1 cytotox | MCF10A rerep | IL1B secr inh | ATXN viability | HepG2 viability | HT1080 IDH1KD tx | HT1080-NT tox | SW480 rereplic |
| --- | --- | --- | --- | --- | --- | --- | --- | --- | --- |
| O=C(CSc1nnc(C2CCCCC2)o1)N1CCCCC1 | 23% | 0% | ? | -23 | i | 9% | 10% | 6% | ? |
| CC1=NN(C(=O)c2ccco2)C(O)(c2ccccc2)C1 (stereo not given) | 8% | 1% | 0% | 5 | i | -42% | -14% | -20% | ? |
| Cc1ccc(NC(=O)c2ccc(S(=O)(=O)N(C)c3ccccc3)cc2)cc1S(=O)(=O)N1CCOCC1 | -20% | ? | 15% | 27 | i | -36% | -15% | -5% | -1% |

Not a hit list; any-hit rate near 8.9%.
